# Screens as filed in PubChem BioAssay.
# FUS yeast rescue: FUS proteinopathy suppression in yeast | 390,000 compounds, 0.24% hits | AID 1347120 | S. cerevisiae FUS-expressing, growth rescue, OD600, 24 h | Potency, µM (series often up to 76.6 µM), for the others: at the highest dose growth rescue (activation), actives largely listed as activators;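 note: plate controls were DMSO vehicle for no effect and reference control for full effect; nearly all actives have a fitted effect of over 55% in size; some results filed as inactive show a strong effect at the top dose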
#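 Quantitative HTS measuring growth restoration of FUS-toxic yeast. Galactose-induced cells (OD 0.005) were exposed 24hr at 30C to compounds at several concentrations, then absorbance at 600 nm was recorded.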
# Abeta yeast res: A-beta toxicity reversal in yeast; Potency, µM (series often up to 46.1 µM), inactives show at the top dose growth rescue, hits mostly activators; AID 1347071; yeast expressing A-beta42, growth rescue, OD600, 48 h; response scale: 0% DMSO, 100% iron-clioquinol control; 410,000 compounds, 0.063% hits; note: nearly all actives have a fitted effect of over 55% in size
#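 Growth rescue measured by 600 nm absorbance after 48 h yeast culture at 30 C with compound. Values normalized between DMSO and an equimolar ferric chloride plus clioquinol control.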
# The depositor's hits bear a star; ? = inconclusive; [ ] = remark or other dose. Calls come from the whole dose curve; as a rule, active = well fitted activation curve with a large enough effect; inconclusive = small, poorly fitted or top-dose-only effect; inactive = no such curve, though single readings can be large or run the other way. Potency is the fitted concentration of half-maximal effect. These rows are one share of the data. The share of hits here may be higher or lower than overall.
Compound,FUS yeast rescue,Abeta yeast res
Cc1ccc(-n2c(SCC(=O)N3CCc4ccccc43)nc3c([nH]c4ccccc43)c2=O)cc1,4%,-10%
COc1ccc(C(C)=O)cc1CSc1nc(NCc2ccc(Cl)cc2)c2ccccc2n1,10%,-3%
Cn1c(=O)oc2cc(S(=O)(=O)CCC(=O)N3CCN(c4cccc(Cl)c4)CC3)ccc21,1%,-3%
COc1ccc2nc(N(Cc3cccnc3)C(=O)CCc3ccccc3)sc2c1,43%,-24%
Cc1ccc(NC(=O)N2CCC(CN3CCCCC3)CC2)c(Cl)c1,-20%,-7%
COc1ccccc1CNc1nc2ccccc2c2nc(-c3cccc(C)c3)nn12,16%,-20%
Cc1nn(CC(=O)NCCc2ccc(Cl)cc2)c(=O)c2cc3cc(F)ccc3n12,7%,2%
CC(C)Cn1c(=O)c2sccc2n2c(CCCC(=O)NCCc3ccc(Cl)cc3)nnc12,-2%,-2%
C[C@H](NC(=O)OC(C)(C)C)c1nnc(SCc2c(F)cccc2Cl)o1,-4%,1%
Cc1ccc(N2CCN(C(=O)c3cc(S(=O)(=O)N4CCCCC4)c[nH]3)CC2)c(C)c1,-7%,-4%
Cn1nc(C(=O)N2CCN(c3ccccc3F)CC2)c2c1-c1ccccc1SC2,41%,-12%
Cc1ccc(C)c(NS(=O)(=O)c2ccc3c4c(cccc24)C(=O)N3)c1,0%,-6%
CCCSc1ncc(Cl)c(C(=O)Nc2ccc(S(=O)(=O)N3CCCC(C)C3)cc2)n1 (centres undefined),14%,0%
COc1ccccc1N1CCN(C(=O)CSc2nc3ccccc3nc2Cc2ccc(F)cc2)CC1,-17%,6%
CCC(=O)N1c2ccc(S(=O)(=O)N3CCN(c4ccccc4)CC3)cc2CC1C (centres undefined),2%,14%
CCC(C)NC(=O)C1CCC(CNS(=O)(=O)c2ccc(Cl)cc2)CC1 (centres undefined),-1%,-15%
CCNc1ncnc2c1nnn2C,-5%,2%
COc1ccc(-c2cc3ccc(O)c(CN4CCOCC4)c3oc2=O)cc1OC,3%,-12%
O=C(C1CCCCC1)N(Cc1cccnc1)c1nc2ccc(Cl)cc2s1,-5%,-26%
CCCCN(Cc1ccccc1)S(=O)(=O)c1ccc2c(c1)CC(C)N2C(=O)CC (centres undefined),21%,2%
Cc1ccc(CN(C(=O)COc2cc(C)c(Cl)c(C)c2)c2ccccn2)o1,32%,4%
CCSc1ncc(Cl)c(C(=O)N(Cc2ccc(C(C)(C)C)cc2)C2CCS(=O)(=O)C2)n1 (centres undefined),30%,16%
Cc1ccccc1-c1noc(-c2ccc(N3CCC(C)CC3)c([N+](=O)[O-])c2)n1,5%,-13%
CC(C)(C)C(=O)CSc1nc2ccsc2c(=O)n1Cc1ccccc1F,40%,-12%
CCC(=O)Nc1ccccc1-c1nc2ccccc2n(Cc2cccc(Br)c2)c1=O,-14%,6%
COCCCNC(=O)c1c(C)nn(-c2ccc(F)cc2)c1-n1cccc1,-7%,-4%
Cc1cccc(C(=O)NCC(=O)OCc2cc(=O)n3nc(C4CCCCC4)sc3n2)c1,13%,0%
Cc1nnc(SCC(=O)NCc2ccccc2F)c2nn(-c3ccc(Cl)cc3)c(C)c12,12%,4%
CCN(c1ccccc1)S(=O)(=O)c1nnc(NC(=O)C2CCCCC2)s1,-12%,-5%
COc1ccc(Nc2ncnc3onc(C)c23)cc1Cl,-15%,-1%

# Quoted at random: 3 records from the list.
Compound,FUS yeast rescue,Abeta yeast res
Cc1cccc(C(=O)NCC(=O)OCc2cc(=O)n3nc(C4CCCCC4)sc3n2)c1,13%,0%
Cn1c(=O)oc2cc(S(=O)(=O)CCC(=O)N3CCN(c4cccc(Cl)c4)CC3)ccc21,1%,-3%
COc1ccc(Nc2ncnc3onc(C)c23)cc1Cl,-15%,-1%

# Further results
Compound,FUS yeast rescue,Abeta yeast res
Cc1c(C(=O)OC2CCCCCC2)[nH]c2c1C(=O)CC(c1ccc(N(C)C)cc1)C2 (centres undefined),-3%,-11%
CCCCCOc1ccc(NC(=O)Cc2csc(C)n2)cc1,4%,12%
CCOC(=O)c1ccccc1NC(=O)c1cnn(-c2ccc(OC)cc2)c1C1CCN(C(=O)OC(C)(C)C)CC1,0%,-10%
Cc1ccccc1C(=O)OCc1cc(=O)n2c(C)csc2n1,15%,-26%
Cc1ccc(-n2ncc(C(=O)N3CCc4ccccc4C3)c2C2CCN(C(=O)OC(C)(C)C)CC2)cc1C,7%,-8%
Cc1cc2nn(-c3ccc(F)cc3)nc2cc1NC(=O)c1ccc(C(C)(C)C)cc1,-26%,-17%
CCn1nnc2cc(C(=O)Nc3ccc(OC)cc3)ccc21,-21%,1%
CCOc1ccccc1NC(=O)C(=O)Nc1ccc2nc3n(c(=O)c2c1)CCCCC3,-16%,-12%
CCc1ccc(NC(=O)Cn2c(=O)n(CC3CCCO3)c(=O)c3cc(OC)c(OC)cc32)cc1 (centres undefined),15%,-6%
COc1ccccc1C(=O)Nc1ccc(OCc2cc(=O)n3cccc(C)c3n2)cc1,-22%,-7%
O=S(=O)(Nc1ccc(-c2ccc(N3CCCC3)nn2)cc1)c1ccccc1Cl,19%,2%
CC(NC(=O)c1ccc2c(c1)sc1nc(-c3ccc(F)cc3)cn12)C12CC3CC(CC(C3)C1)C2 (centres undefined),-5%,-11%
CCc1ccccc1NC(=O)Nc1c[nH]c(=O)[nH]c1=O,-13%,4%
O=c1cc2nc(-c3cccs3)nc(SCCOc3ccc(Cl)cc3)n2[nH]1,4%,-8%
O=C(NCc1ccc(Cl)cc1)C1(c2cccs2)CCOCC1,6%,-9%
Cc1cccc(CN2C(=O)c3ccccc3Sc3ccc(C(=O)NCc4ccco4)cc32)c1,37%,-2%
CCOC(=O)c1c(C)[nH]c(C)c1S(=O)(=O)N1CCCC(C(=O)NCc2ccc(C)cc2)C1 (centres undefined),16%,-12%
COc1ccc(NC(=O)CSc2nc3ccccc3n2CC(=O)N2CCCCC2C)cc1 (centres undefined),28%,-13%
CSc1nn(Cc2ccc(F)cc2)c(N(C(C)=O)C(C)=O)c1S(=O)(=O)c1ccccc1,-5%,-62%[inhibitor]
CCOC(=O)c1cc2c(=O)n3ccccc3nc2n(CCCOC)c1=NC(=O)C(C)Oc1ccccc1 (centres undefined),9%,-6%
COc1ccc(CNC(=O)C2CCN(c3nnc(-n4c(C)ccc4C)s3)CC2)c(OC)c1,14%,-21%
CCOc1ccc(OCC)c(NC(=O)CN(C)S(=O)(=O)c2ccc3[nH]c(=O)oc3c2)c1,8%,8%
Cc1cc(C)cc(NC(=O)C2CCN(c3nc4ccccc4nc3C(F)(F)F)CC2)c1,-9%,-4%
COc1ccc(NC(=O)Cn2c(=O)n(-c3ccc(OC)cc3)c(=O)c3sc4ccccc4c32)cc1,11%,-17%
COc1cccc(CNC(=O)c2ccc(CNS(=O)(=O)c3ccc(C)cc3)cc2)c1,-17%,-8%
Cc1c(C(=O)N(C)C)sc2c1c(=O)n(-c1ccc(Cl)c(Cl)c1)c(=O)n2CC(=O)C(C)(C)C,1%,1%
COc1ccc(NC(=O)CSc2nc3nc(C)cc(C)n3n2)cc1OC,-14%,-9%
CCOC(=O)Cn1c(=N)n(Cc2ccc(C(C)(C)C)cc2)c2ccccc21,?,-30%
COc1ccc(CNc2ncnc3c2cnn3-c2ccc(C)c(C)c2)cc1,-8%,-6%
Cc1ccccc1Nc1nnc(-c2ccc(C)c(S(=O)(=O)N3CCOCC3)c2)c2ccccc12,20%,-10%

# Record cards (already shown):
# CCCCCOc1ccc(NC(=O)Cc2csc(C)n2)cc1 in the list: FUS yeast rescue = 4%; Abeta yeast res = 12%
# CCOc1ccc(OCC)c(NC(=O)CN(C)S(=O)(=O)c2ccc3[nH]c(=O)oc3c2)c1 in the list: FUS yeast rescue = 8%; Abeta yeast res = 8%

# Continuation.
Compound,FUS yeast rescue,Abeta yeast res
CCn1cc(C(=O)Nc2cccc(Cl)c2)c2cc(OC)c(OC)cc2c1=O,29%,0%
O=C(CSc1nccn1Cc1ccc(F)cc1)NCc1ccc(F)cc1,-10%,-10%
CC1CCc2c(sc(NC(=O)C3c4ccccc4Oc4ccccc43)c2C#N)C1 (centres undefined),15%,-3%
Cc1cccc(C)c1NC(=O)c1ccc2nc(CCc3ccccc3)oc2c1,32%,2%
COc1ccc(S(=O)(=O)NCc2ccc(C(=O)NCc3ccccc3)cc2)cc1,-5%,-10%
COc1ccc(Cl)cc1NC(=O)c1noc2c1CCc1ccccc1-2,-17%,-5%
COc1ccc2c(c1)c1c(c(=O)n(-c3ccccc3C)c(=O)n1CC(=O)Nc1c(C)cccc1C)n2C,0%,-10%
COCC(=O)Nc1c(C(=O)Nc2ccc(C)cc2)oc2ccccc12,-18%,0%
COc1ccc(NC(=O)c2c(N)c(C(=O)c3ccc(C)cc3)n3ccccc23)cc1OC,-6%,-3%
Cn1c(=O)c2c(-c3ccccc3)n(-c3cccc(C#N)c3)cc2n(C)c1=O,5%,-12%
COc1ccc(NS(=O)(=O)c2ccc3[nH]c4c(c3c2)CCCCCC4)cc1,19%,4%
CC(=O)c1ccc(N2CCN(c3ncnc4c3cnn4C)CC2)cc1,13%,-6%
CC1(C)CC(=O)c2cc(-c3nc(-c4ccc(Cl)cc4)cs3)c(=O)n(-c3cccc(F)c3)c2C1,-9%,-5%
CC(C)Cc1nn2c(=O)cc(COC(=O)c3ccc4c(c3)OCO4)nc2s1,4%,-16%
CCCOc1ccccc1C1Oc2nc(SC)nnc2-c2ccccc2N1C(C)=O (centres undefined),-3%,-11%
Cc1ccc(Cl)cc1N1C(=O)N(Cc2ccc(C#N)cc2)c2ccccc2S1(=O)=O,?,20%
CCOc1ccc(CNCCSc2nnnn2C)cc1OC,-8%,-9%
CCOCCc1nn2c(=O)cc(COC(=O)c3ccc(NC(=O)C(C)(C)C)cc3)nc2s1,-3%,-6%
Cc1cc(-c2ccccc2)n2nc(-c3ccc(Cl)cc3)cc2n1,-16%,-9%
Cc1c(CC(=O)N2CCCCC2)c(=O)oc2cc(O)ccc12,4%,21%
O=C(Nc1ccc(F)cc1Cl)C1Cc2ccccc2N1C(=O)c1ccccc1 (centres undefined),9%,0%
CCCC(=O)Nc1ccc2nn(-c3ccc(CC)cc3)nc2c1,3%,-3%
CCOC(=O)c1ccc(NC(=O)CN2C(=O)COc3ccc(Cl)cc32)cc1,-2%,-6%
Cc1ccc(Cc2c(C)nc3nc(SCC(=O)NCCC(C)C)nn3c2C)cc1,-5%,-4%
COc1cccc(NS(=O)(=O)c2ccc3[nH]cc(C(=O)NC4CCCCC4)c(=O)c3c2)c1,?,0%
CCOc1ccc(NC(=O)CN2C(C(=O)OC)=C(c3ccccc3)c3cc(Cl)ccc3S2(=O)=O)cc1,1%,2%
O=C(O)c1ccc2c(c1)ncn2-c1ccc(F)c(F)c1,-8%,-17%
COc1ccc(N2CCN(S(=O)(=O)CCNC(=O)Cc3ccc(Cl)cc3)CC2)cc1,24%,-5%
CCOc1ccc(S(=O)(=O)Nc2ccc3c(c2)CCCN3S(=O)(=O)c2ccc(C)cc2)cc1,33%,-8%
Cc1ccc(NC(=O)Cn2c(=O)n(Cc3ccc(F)cc3)c(=O)c3cccnc32)cc1C,-2%,7%
O=C(Nc1ccc(C(F)(F)F)cc1)C1CCCN(c2cnccn2)C1 (centres undefined),7%,16%
O=c1oc2ccc(Cl)cc2cc1-c1nc(-c2cccs2)no1,-22%,-5%
Cc1ccc(NC(=O)CN2C(=O)COc3ccc(S(=O)(=O)N4CCCCC4)cc32)cc1Cl,1%,-11%
Cc1cc(C)c(NC(=O)c2cc(C)nc3c2c(C)nn3-c2cccc(F)c2)c(C)c1,-21%,6%
Cc1ccc(-n2ncc(C(=O)N3CCN(C4CCCCC4)CC3)c2C2CCN(C(=O)OC(C)(C)C)CC2)cc1C,14%,-6%
O=C(c1ccccc1Br)N(Cc1ccccc1F)C1CCS(=O)(=O)C1 (centres undefined),-10%,-11%
COc1ccc(NC(=O)C(NS(=O)(=O)c2cccc3nsnc23)C(C)C)cc1 (centres undefined),9%,4%
CCOc1ccc(Br)cc1S(=O)(=O)Nc1cccc(-c2ccc(OC)nn2)c1,11%,-2%
CCOC(=O)c1cnc2cc(F)c(F)cc2c1Nc1ccccc1O,-6%,-5%
Cc1ccc(C)c(N2CCN(c3nccn4nc(-c5ccc(Br)cc5)cc34)CC2)c1,-14%,-12%
CCC(=O)N1CCc2cc(Br)cc(S(=O)(=O)N3CCCC(C(=O)NCc4ccc(C)cc4)C3)c21 (centres undefined),-15%,-5%
Cc1cccc(NC(=O)C2CCCN(S(=O)(=O)c3cccc4nonc34)C2)c1C (centres undefined),-1%,-9%
